LmPK inh: inhibitors of Leishmania mexicana pyruvate kinase; Q27686; purified LmPK, Kinase-Glo ATP luminescence, 1 h; Potency, µM (series often up to 57.5 µM), inactives show at the top dose activity change, negative = inhibition, hits mostly inhibitors; 290,000 compounds, 0.37% hits; note: potency is the fitted concentration of half-maximal effect
Target sequence (Q27686 whole entry, looked up): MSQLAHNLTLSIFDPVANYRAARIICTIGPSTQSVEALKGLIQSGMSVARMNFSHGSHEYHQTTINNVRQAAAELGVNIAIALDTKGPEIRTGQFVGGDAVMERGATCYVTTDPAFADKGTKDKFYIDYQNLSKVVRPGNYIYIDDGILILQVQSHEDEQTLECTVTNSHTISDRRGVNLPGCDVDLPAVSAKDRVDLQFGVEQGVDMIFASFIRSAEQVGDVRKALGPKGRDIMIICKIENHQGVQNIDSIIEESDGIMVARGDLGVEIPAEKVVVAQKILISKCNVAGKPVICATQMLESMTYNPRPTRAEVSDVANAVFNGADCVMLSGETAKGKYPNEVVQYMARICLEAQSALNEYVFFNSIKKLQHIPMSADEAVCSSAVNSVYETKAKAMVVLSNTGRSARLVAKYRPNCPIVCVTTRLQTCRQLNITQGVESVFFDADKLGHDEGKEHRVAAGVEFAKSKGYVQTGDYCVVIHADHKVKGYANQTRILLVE
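qHTS format; LmPK 0.1 nM; substrates PEP 0.5 mM and ADP 0.1 mM. One-hour room-temperature incubation, then coupled luciferase luminescence; 0.5 nM enzyme wells mark activation.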
AmpC inh no detg: blocks E. coli AmpC beta-lactamase in detergent-free assay; 330,000 compounds, 0.52% hits; P00811; AmpC nitrocefin hydrolysis, absorbance 480 nm, 0.0001% Triton; Potency, µM (titrated, usually from 57.1 µM), without a hit: top-dose activity change, negative = inhibition, most hits filed as inhibitors;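 note: potency is the fitted concentration of half-maximal effect; plate controls were no compound for no effect and no enzyme for full effect; nearly all actives have a fitted effect of over 20% in size; some results filed as inactive show a strong effect at the top dose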
Target sequence (P00811 whole entry, looked up): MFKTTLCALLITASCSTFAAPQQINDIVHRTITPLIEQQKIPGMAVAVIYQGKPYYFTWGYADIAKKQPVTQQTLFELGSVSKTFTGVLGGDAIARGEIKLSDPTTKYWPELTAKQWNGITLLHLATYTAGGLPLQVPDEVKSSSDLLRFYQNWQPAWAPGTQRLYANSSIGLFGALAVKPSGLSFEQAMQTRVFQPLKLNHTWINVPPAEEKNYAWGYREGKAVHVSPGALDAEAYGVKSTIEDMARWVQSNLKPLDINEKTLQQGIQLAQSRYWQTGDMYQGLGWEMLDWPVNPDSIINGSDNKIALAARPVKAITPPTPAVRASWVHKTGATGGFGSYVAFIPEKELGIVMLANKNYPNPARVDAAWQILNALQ
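AmpC (5.3 nM in the dispensed reagent) in 20 mM phosphate pH 7.0 with 0.01% (detergent screen) or 0.0001% Triton X-100 was preincubated with compounds for 15 min at room temperature. Nitrocefin was then added from an 800 uM solution, and hydrolysis was followed at 480 nm.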
Tb PYK inh: blocks Trypanosoma brucei pyruvate kinase; TbPYK enzyme, Kinase-Glo Plus ATP luminescence, 45 min; Potency, µM (top dose mostly 76.8 µM), inactives show top-dose activity, negative = inhibition, hits mostly inhibitors; 410,000 compounds, 0.12% hits; AID 624173; note: potency is the fitted concentration of half-maximal effect; nearly all actives have a fitted effect of over 50% in size
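TbPYK + substrate in 50 mM TEA pH 7.2, 100 mM KCl, 10 mM MgCl2, 0.05% BSA, 0.01% Tween-20; cpd pinned; ADP 130 uM final; 45 min RT; Kinase-Glo Plus 10 min; luminescence endpoint.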
HCMV inh: inhibitors of human cytomegalovirus | activity change, negative = inhibition, % at 57.5 µM | 410,000 compounds, 4.5% hits | HFF cells, HCMV-luciferase reporter, 72 h; hits give low values; in the data active = activity change below about -60%; inconclusive = no clear call, values can overlap the other calls; inactive = above about -39%
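Two compound doses tested in HFFs infected with HCMV-luciferase, MOI 1 PFU/cell, 72 h at 37C. Lysate luminescence read with OneGlo; data normalized against buffer-only and 10uM Salinomycin inhibitor controls.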
AMA1 RON2 block: AMA1-RON2 (P. falciparum) interaction inhibition | AlphaScreen AMA1-biotinylated RON2 peptide binding | Potency, µM (top dose mostly 58.2 µM), for the others: at the top dose activity change, negative = inhibition, actives largely listed as inhibitors | 360,000 compounds, 0.2% hits | AID 720542;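 note: potency is the fitted concentration of half-maximal effect; 0% = vehicle wells and -100% = peptide control; nearly all actives have a fitted effect of over 45% in size; some results filed as inactive show a strong effect at the top dose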
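AMA1 (3D7) with his tag at 25 nM final met compounds first, then biotinylated RON2 peptide at 25 nM; detection used donor plus acceptor beads, 10 µg/mL apiece, read by AlphaScreen after 30 min at room temperature.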
Sm TGR inh: blocks Schistosoma mansoni thioredoxin glutathione reductase; 360,000 compounds, 3% hits; Potency, µM (top dose mostly 114 µM), inactives show at the highest dose activity change, negative = inhibition, actives largely listed as inhibitors; purified TGR, DTNB reduction, TNB absorbance 405 nm; AID 485364; Q962Y6; note: potency is the fitted concentration of half-maximal effect; nearly all actives have a fitted effect of over 60% in size
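First, TGR (20 nM dispensed) and NADPH were mixed with compound. Second, a 15 min room-temperature incubation followed. Third, further NADPH and then DTNB were added to start the reaction. Finally, TNB absorbance was monitored kinetically.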
AmpC inh detg: inhibitors of E. coli AmpC beta-lactamase with detergent; AmpC hydrolysis of nitrocefin, absorbance 480 nm, 0.01% Triton; 370,000 compounds, 0.041% hits; P00811; Potency, µM (titrated, usually from 114 µM), for the others: at the top dose activity change, negative = inhibition, hits mostly inhibitors;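 note: potency is the fitted concentration of half-maximal effect; 0% = no-compound wells and -100% = no-enzyme wells; nearly all actives have a fitted effect of over 25% in size; some results filed as inactive show a strong effect at the top dose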
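AmpC (5.3 nM in the dispensed reagent) in 20 mM phosphate pH 7.0 with 0.01% (detergent screen) or 0.0001% Triton X-100 was preincubated with compounds for 15 min at room temperature. Nitrocefin was then added from an 800 uM solution, and hydrolysis was followed at 480 nm.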
* = called active by the depositor; ? = inconclusive; · = no result given; [ ] = remark or other dose. Unless noted, calls come from the whole dose curve; as a rule, active = well fitted curve in the direction sought with a large enough effect; inconclusive = small, poorly fitted or top-dose-only effect, or another doubt; inactive = no such curve, though single readings can be large; an effect the other way counts as inactive or inconclusive. Unless noted, % is set by controls: 0 for no effect and ±100 for the full control effect. An unsorted share of the library; about 7.4% have a hit in one of these screens.

#	canonical_smiles	LmPK inh	AmpC inh no detg	Tb PYK inh	HCMV inh	AMA1 RON2 block	Sm TGR inh	AmpC inh detg
1	O=C(O)C1CN(C(=O)c2cccc(Br)c2)C1	-4%	-9%	1%	-24	-4%	-2%	-4%
2	O=C(Nc1ccc2c(c1)OCO2)c1cc(C2CCCCN2S(=O)(=O)c2cccs2)on1 (stereo not given)	·	·	-7%	-28	-14%	·	·
3	O=C(CCc1ccccc1)Nc1ccc(F)cc1F	-11%	-13%	-4%	23	-1%	5%	-9%
4	Cn1c(Oc2ccc(F)cc2)nc2c1c(=O)n(Cc1ccccc1Cl)c(=O)n2C	·	·	-4%	-10	·	11%	21%
5	CC1=C(C(=O)Nc2cc(C(=O)N(C)Cc3ccccc3)ccc2C)SCCO1	-6%	1%	-1%	0	-9%	-1%	-2%
6	O=C(CN(c1cccc(C(F)(F)F)c1)S(=O)(=O)c1ccc(Cl)c([N+](=O)[O-])c1)NCc1ccccc1Cl	5%	-42%	-2%	45	-8%	-4%	?
7	COc1ccc(-c2nc(NC(=O)c3c(C)noc3C)sc2C)cc1	·	-4%	-2%	-61*	-7%	-3%	?
8	CCOC(=O)C1=C(C)Nc2ccccc2N=C1NC(=O)CCCN1C(=O)c2ccccc2C1=O	-5%	-13%	2%	-12	7%	2%	-15%
9	COc1ccc(NC(=O)COC(=O)c2cc(S(=O)(=O)N3CCCC3)ccc2O)cc1	·	-28%	-2%	30	-5%	·	·
10	O=C(c1ccccc1)c1ccc(N2CCN(C(=O)c3ccc(F)cc3F)CC2)c(F)c1	·	·	2%	-17	-9%	·	·
11	Cc1sc2ncnc(N3CCN(Cc4ccccc4)CC3)c2c1-c1ccccc1	-4%	0%	-19%	-21	-2%	-7%	-8%
12	CCOC(=O)C(C)NC(=O)c1c(C)oc2ncn(CC(C)C)c(=O)c12 (stereo not given)	·	·	-3%	5	·	1%	25%
13	COc1ccccc1N1CCN(S(=O)(=O)c2ccccc2F)CC1	3%	4%	2%	11	0%	39%[activator]	-2%
14	O=C(Cn1nnc(-c2ccc3c(c2)OCO3)n1)N1CCOCC1	-2%	·	-1%	21	-2%	7%	7%
15	O=P(c1ccccc1)(c1ccccc1)C(c1ccco1)N1CCOCC1 (stereo not given)	1%	26%	3%	7	-16%	-2%	-5%
16	CN(CCNC(=O)CN1CCN(Cc2ccccc2Cl)C1=O)Cc1ccccc1	6%	66%[activator]	-6%	·	-1%	1%	-4%
17	CCOC(=O)Nc1cc2c(C)cc(=O)oc2cc1C	6%	-15%	6%	9	11%	-28%	-6%
18	Cc1cccc(-c2noc(CN(C(=O)C(c3ccccc3)c3ccccc3)C(C)C)n2)c1	22%	-11%	-1%	-26	-3%	0%	?
19	Fc1cc(F)cc(-c2oncc2-c2nnnn2-c2ccccc2)c1	5%	-9%	-14%	7	0%	-25%	?
20	COc1ccc(N(C(=O)c2cccnc2)S(=O)(=O)c2cccs2)cc1	3%	-4%	1%	-37	-16%	·	2%

Looked up above.
Under HCMV inh, compound 11 has -21
Under AMA1 RON2 block, compound 20 has -16%
Under AmpC inh no detg, compound 19 has -9%

(next part)
#	canonical_smiles	LmPK inh	AmpC inh no detg	Tb PYK inh	HCMV inh	AMA1 RON2 block	Sm TGR inh	AmpC inh detg
21	N#CCCN(Cc1cccnc1)C(=S)NC(=O)C1CC1	-2%	-26%	·	·	·	23%	-1%
22	Clc1ccc(OCC#CCN2CCOCC2)cc1	-4%	-3%	7%	-11	-7%	?	3%
23	CCCCn1c(CCCNC(=O)c2cccc(C)c2)nc2ccccc21	·	·	-2%	-34	·	2%	-7%
24	O=C1OC(CC(=O)N(Cc2nnc(-c3ccc(Cl)cc3)o2)C2CC2)c2ccccc21 (stereo not given)	·	28%	4%	16	8%	0%	?
25	CC(=O)OC(C)C[N+](C)(C)C (stereo not given)	6%	-12%	-14%	?	-2%	10%	-7%
26	Cc1ccc(C(C)C)c(OCC(=O)N/N=C2\CC(=O)CC(C)(C)C2)c1	-6%	13%	5%	0	15%	0%	-11%
27	COc1cc(C(=O)Nc2ccc3nn(-c4ccc(F)cc4)nc3c2)cc(OC)c1OC	·	·	-7%	-11	·	3%	-8%
28	COc1ccccc1NS(=O)(=O)c1ccc(C(=O)NCc2ccco2)cc1	·	-16%	-8%	37	-8%	·	·
29	COc1ccc(OCCOc2ccccc2[N+](=O)[O-])cc1	-1%	-24%	-14%	61	-5%	-3%	-18%
30	Cc1ccc(N2C(=O)N(CC(=O)Nc3cc(C)cc(C)c3)C(=O)C2C)cc1 (stereo not given)	4%	-12%	-8%	?	4%	11%	5%

One compound at a time, from the list above.
`O=C1OC(CC(=O)N(Cc2nnc(-c3ccc(Cl)cc3)o2)C2CC2)c2ccccc21` (stereo not given) in the list: LmPK inh = ·; AmpC inh no detg = 28%; Tb PYK inh = 4%; HCMV inh = 16; AMA1 RON2 block = 8%; Sm TGR inh = 0%; AmpC inh detg = ?
`COc1ccccc1NS(=O)(=O)c1ccc(C(=O)NCc2ccco2)cc1` in the list: LmPK inh = ·; AmpC inh no detg = -16%; Tb PYK inh = -8%; HCMV inh = 37; AMA1 RON2 block = -8%; Sm TGR inh = ·; AmpC inh detg = ·

Next section.
#	canonical_smiles	LmPK inh	AmpC inh no detg	Tb PYK inh	HCMV inh	AMA1 RON2 block	Sm TGR inh	AmpC inh detg
31	CCOC(=O)[C@]12Cc3c(cc(OC)c(OC)c3OC)[C@H]1N(C1CCCCC1)C(=O)c1ccccc12	·	·	-1%	-102*	5%	·	·
32	Cc1ccc(-c2nnc(SCC(=O)Nc3ccc(S(=O)(=O)N4CCCCCC4)cc3)o2)cc1	1%	1%	0%	9	14%	-5%	?
33	CCOc1ccc(NS(=O)(=O)c2ccc(C(=O)NCC3(N(C)C)CCCCC3)cc2)cc1	·	21%	-12%	-19	0%	-6%	0%
34	COc1ccccc1CNCCS(=O)(=O)NN1CCOCC1	·	-3%	3%	-8	19%	·	·
35	CCOC(=O)c1cccc(NC(=O)c2cc(-c3ccc(Cl)s3)nc3ccccc23)c1	·	·	-5%	4	·	?	-6%
36	CCCn1c(NC(=O)c2ccc(Cl)c(S(=O)(=O)N3CCCC3)c2)nc2ccccc21	1%	-8%	8%	-63*	81%[activator]	-3%	?
37	CN1CCn2cnc(C(=O)N[C@@H](Cc3ccccc3)C(=O)OC(C)(C)C)c2C1=O	·	·	0%	-2	28%	·	·
38	N=C1c2ccccc2CN1NC(=O)c1cccc(S(=O)(=O)N2CCOCC2)c1	-5%	-26%	-1%	-15	-3%	3%	-5%
39	COc1ccc(-c2oc3ccccc3c2C(=O)OCc2ccccc2)cc1	6%	-21%	-6%	21	73%[activator]	-22%	-6%
40	COc1ccc(CN2CC(=O)N3[C@H]4c5ccc(OC)cc5OC[C@@H]4[C@H](c4ccccc4)[C@]3(C)C2=O)cc1	·	57%	8%	-2	-7%	3%	9%
41	Brc1ccc2c(c1)NC(c1cccnc1)=NC(c1ccccc1)=N2	·	·	0%	22	·	-4%	15%
42	Cc1ccc(/C(O)=C2\C(=O)C(=O)N(C)C2c2ccc([N+](=O)[O-])cc2)cc1 (stereo not given)	1%	-14%	8%	36	-2%	-15%	-3%
43	CCOC(=O)C(C(C)=O)=C1SC2CS(=O)(=O)CC2S1 (stereo not given)	3%	-10%	-7%	7	-2%	2%	-15%
44	CC(C)CCN1CCC(CN2C(=O)C(=O)NC[C@@H]2CC(C)C)CC1	·	·	3%	-9	17%	·	·
45	CC(C)(C)c1ccc(OCCCC(=O)N2CCOCC2)cc1	1%	116%[activator]	1%	72	-7%	0%	1%
46	CCc1c(C(C)S(=O)(=O)c2ccc(C)cc2)[nH]c(=O)n1-c1ccc(OC(F)(F)F)cc1 (stereo not given)	7%	2%	-10%	?	86%[activator]	5.6µM*	7%
47	C#Cc1ccc([C@@H]2C=C(C(=O)N3CCOCC3)O[C@H](OCC)[C@H]2CCCO)cc1	2%	76%[activator]	-6%	11	1%	-1%	6%
48	COCOCCn1cc(CN2CCS(=O)(=O)N(Cc3ccc(-c4cccc(N(C)C)c4)cc3)C(CC(C)C)C2=O)nn1 (stereo not given)	·	·	5%	28	-19%	·	·
49	Cc1ccc(S(=O)(=O)N(C)C)cc1-n1c(SCC(=O)Nc2ccc(F)cc2)nc2ccccc2c1=O	9%	19%	6%	-19	9%	?	3%
50	CCOC(=O)n1c(=O)n(Cc2ccc(Cl)c(Cl)c2)c2ccccc21	7%	4%	-15%	-4	-2%	0%	-7%
51	Clc1ccccc1NCSC1=NCCS1	·	·	-5%	15	16%	·	·
52	COc1ccc(NC(=S)NC(=O)/C=C/c2ccco2)cc1	1%	16µM*	-5%	9	46%[activator]	10µM*	8%
53	Cc1cc(-c2nnc(CCC(=O)NC(C)(C)C34CC5CC(CC(C5)C3)C4)o2)no1	·	·	-6%	14	7%	·	·
54	CCN(CC)S(=O)(=O)c1ccc(C(=O)Nc2cc(S(=O)(=O)N3CCOCC3)ccc2N2CCN(C)CC2)cc1	·	·	-3%	1	-1%	·	·
55	CCOC(=O)CC1C(=O)NCCN1S(=O)(=O)c1ccc(OC)cc1 (stereo not given)	2%	-15%	-4%	6	22%	·	0%
56	O=c1c2nncn2c2cc(C(F)(F)F)ccc2n1CCNc1ncc(C(F)(F)F)cc1Cl	-1%	-21%	2%	0	-1%	6%	5%

Ordered by heavy-atom count (low to high): some entries from above.
#	canonical_smiles	LmPK inh	AmpC inh no detg	Tb PYK inh	HCMV inh	AMA1 RON2 block	Sm TGR inh	AmpC inh detg
51	Clc1ccccc1NCSC1=NCCS1	·	·	-5%	15	16%	·	·
52	COc1ccc(NC(=S)NC(=O)/C=C/c2ccco2)cc1	1%	16µM*	-5%	9	46%[activator]	10µM*	8%
53	Cc1cc(-c2nnc(CCC(=O)NC(C)(C)C34CC5CC(CC(C5)C3)C4)o2)no1	·	·	-6%	14	7%	·	·
56	O=c1c2nncn2c2cc(C(F)(F)F)ccc2n1CCNc1ncc(C(F)(F)F)cc1Cl	-1%	-21%	2%	0	-1%	6%	5%
54	CCN(CC)S(=O)(=O)c1ccc(C(=O)Nc2cc(S(=O)(=O)N3CCOCC3)ccc2N2CCN(C)CC2)cc1	·	·	-3%	1	-1%	·	·

Bioassay records as filed in PubChem BioAssay.
